Screens deposited in PubChem BioAssay by Broad Institute.
TcdB GH inh: blocks C. difficile toxin B glycohydrolase activity; 0.24% of 350,000 active; TcdB glycohydrolase enzymatic assay, plate reader; inhibition, % at 9.99 µM; P18177; in the data active = inhibition above about 10%
Target sequence (P18177 whole entry, looked up): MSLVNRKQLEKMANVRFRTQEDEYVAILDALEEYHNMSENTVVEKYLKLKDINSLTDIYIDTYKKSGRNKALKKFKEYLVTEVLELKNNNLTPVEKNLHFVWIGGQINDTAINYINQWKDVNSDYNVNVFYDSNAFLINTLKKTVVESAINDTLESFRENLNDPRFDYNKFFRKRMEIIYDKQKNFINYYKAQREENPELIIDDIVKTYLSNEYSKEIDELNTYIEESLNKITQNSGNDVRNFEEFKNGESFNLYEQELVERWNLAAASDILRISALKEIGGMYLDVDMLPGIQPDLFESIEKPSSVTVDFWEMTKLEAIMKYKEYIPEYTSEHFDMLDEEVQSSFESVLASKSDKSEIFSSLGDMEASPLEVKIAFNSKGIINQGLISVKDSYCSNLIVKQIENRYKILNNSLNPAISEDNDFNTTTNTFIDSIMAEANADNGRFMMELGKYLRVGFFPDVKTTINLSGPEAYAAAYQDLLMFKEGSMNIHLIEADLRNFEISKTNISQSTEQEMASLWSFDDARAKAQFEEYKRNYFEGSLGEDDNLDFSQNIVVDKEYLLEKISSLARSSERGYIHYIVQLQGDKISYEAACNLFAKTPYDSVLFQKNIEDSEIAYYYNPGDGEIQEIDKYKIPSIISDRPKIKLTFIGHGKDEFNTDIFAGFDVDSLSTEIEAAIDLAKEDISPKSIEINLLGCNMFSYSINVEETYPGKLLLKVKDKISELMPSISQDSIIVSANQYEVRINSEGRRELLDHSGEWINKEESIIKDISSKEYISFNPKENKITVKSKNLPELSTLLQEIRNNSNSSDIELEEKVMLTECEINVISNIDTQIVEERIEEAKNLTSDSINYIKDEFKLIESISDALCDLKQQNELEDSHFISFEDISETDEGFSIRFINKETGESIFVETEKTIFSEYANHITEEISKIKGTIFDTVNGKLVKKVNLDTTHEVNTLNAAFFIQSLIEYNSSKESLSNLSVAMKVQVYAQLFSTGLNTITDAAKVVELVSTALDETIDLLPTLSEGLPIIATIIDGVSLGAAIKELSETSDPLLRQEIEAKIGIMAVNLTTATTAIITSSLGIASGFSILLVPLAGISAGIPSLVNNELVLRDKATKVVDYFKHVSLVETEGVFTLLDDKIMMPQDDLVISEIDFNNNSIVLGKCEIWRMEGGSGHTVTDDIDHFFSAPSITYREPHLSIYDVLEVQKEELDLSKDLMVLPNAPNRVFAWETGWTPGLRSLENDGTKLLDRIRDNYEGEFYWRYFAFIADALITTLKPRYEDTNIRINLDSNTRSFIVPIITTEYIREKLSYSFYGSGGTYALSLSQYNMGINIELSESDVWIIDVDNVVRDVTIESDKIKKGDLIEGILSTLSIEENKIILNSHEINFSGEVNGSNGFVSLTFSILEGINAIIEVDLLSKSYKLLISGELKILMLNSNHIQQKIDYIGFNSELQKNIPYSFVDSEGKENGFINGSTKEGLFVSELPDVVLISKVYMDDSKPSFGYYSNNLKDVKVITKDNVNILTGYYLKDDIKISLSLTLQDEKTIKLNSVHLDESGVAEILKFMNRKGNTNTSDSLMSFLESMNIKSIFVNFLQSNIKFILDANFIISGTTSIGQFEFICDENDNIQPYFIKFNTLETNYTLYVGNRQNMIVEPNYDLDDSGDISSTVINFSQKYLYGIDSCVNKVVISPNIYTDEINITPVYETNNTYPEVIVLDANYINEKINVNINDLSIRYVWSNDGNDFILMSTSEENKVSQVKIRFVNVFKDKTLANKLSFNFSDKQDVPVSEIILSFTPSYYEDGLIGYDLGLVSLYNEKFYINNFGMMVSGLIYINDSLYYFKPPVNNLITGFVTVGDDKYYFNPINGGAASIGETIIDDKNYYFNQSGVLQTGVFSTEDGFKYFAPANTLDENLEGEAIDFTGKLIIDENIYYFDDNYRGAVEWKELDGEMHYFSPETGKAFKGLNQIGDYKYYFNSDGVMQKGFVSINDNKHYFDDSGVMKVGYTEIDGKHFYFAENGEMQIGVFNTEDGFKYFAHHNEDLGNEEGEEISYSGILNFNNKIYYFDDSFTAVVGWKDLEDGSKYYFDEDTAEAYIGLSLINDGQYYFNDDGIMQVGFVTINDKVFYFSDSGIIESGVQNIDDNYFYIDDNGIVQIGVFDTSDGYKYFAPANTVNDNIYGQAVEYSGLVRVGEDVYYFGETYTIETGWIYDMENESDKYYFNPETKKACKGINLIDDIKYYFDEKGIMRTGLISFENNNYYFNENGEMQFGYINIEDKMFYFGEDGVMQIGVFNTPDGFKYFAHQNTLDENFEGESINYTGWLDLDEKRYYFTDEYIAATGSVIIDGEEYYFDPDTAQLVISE
* hit, by the source's call; & = joins results of further samples.

SMILES | TcdB GH inh
O=C(N[C@H]1CC[C@@H](CCNS(=O)(=O)c2ccc(F)cc2)O[C@H]1CO)c1cccnc1 | 0.0
C[C@H](CO)N1C[C@H](C)[C@H](CN(C)S(=O)(=O)c2cn(C)cn2)Oc2ccc(NC(=O)NC3CCCCC3)cc2CC1=O | -1.9
CCCC(=O)N1CCC2(CC1)CN(C(=O)CC1CC1)[C@@H](CO)c1c2c2ccc(OC)cc2n1C | 1.3
COc1ccc(CN2C[C@@H](C)[C@H](OC)CN(C)C(=O)c3ccc(NC(C)=O)cc3OC[C@H]2C)cc1 | -7.1
C[C@H]1CCCCO[C@H](CN(C)C(=O)c2ccccc2)[C@@H](C)CN([C@@H](C)CO)C(=O)c2cc(NC(=O)Nc3ccccc3)ccc2O1 | -3.7
C[C@H](CO)N1C[C@H](C)[C@@H](CN(C)C(=O)c2ccncc2)Oc2ncc(-c3ccncc3)cc2C1=O | -1.2
Cc1noc(C)c1NC(=O)Nc1cccc2c1O[C@@H](CN(C)Cc1ccc(-c3ccccc3)cc1)[C@@H](C)CN([C@H](C)CO)C2=O | 0.5
Cc1ccccc1S(=O)(=O)NCC[C@H]1CC[C@H](NC(=O)C2CCC2)[C@@H](CO)O1 | -0.1
Cc1ccc(S(=O)(=O)N(C)C[C@@H]2OCCCC[C@@H](C)Oc3ccc(NC(=O)NC4CCCCC4)cc3C(=O)N([C@@H](C)CO)C[C@H]2C)cc1 | -0.2
COCCN(C[C@@H]1[C@H](c2ccccc2)[C@@H](CO)N1C(=O)C1CCC1)C(C)=O | -7.4
COc1ccc(-c2cnc3c(c2)C(=O)N([C@H](C)CO)C[C@H](C)[C@@H](CN(C)C(=O)C2CCCCC2)O3)cc1 | -1.0
COc1ccc(C(=O)N2C[C@H]3[C@@H](c4ccccc42)[C@@H](CO)N3C(=O)c2ccc(F)cc2)cc1 | -0.3
Cc1noc(C)c1NC(=O)Nc1cccc2c1O[C@H](CN(C)C(=O)Nc1c(C)noc1C)[C@@H](C)CN([C@@H](C)CO)C2=O | -1.5
Cc1ccc(S(=O)(=O)Nc2ccc3c(c2)C(=O)N([C@H](C)CO)C[C@H](C)[C@@H](CN(C)C(=O)C2CCCCC2)OCCCC[C@H](C)O3)cc1 | 0.8
COc1ccccc1NC(=O)N[C@@H]1CC[C@H](CC(=O)N[C@@H](C)c2ccccc2)O[C@@H]1CO | -0.7
Cc1ccc(S(=O)(=O)N[C@H]2CC[C@@H](CC(=O)N3CCN(c4ccccc4)CC3)O[C@H]2CO)cc1 | -0.6
O=C(C[C@H]1C[C@H]2c3cc(NC(=O)C4CCC4)ccc3O[C@H]2[C@@H](CO)O1)NCc1cc(F)ccc1F | 0.8
COc1ccccc1NC(=O)N1CC(=O)N2[C@H](C1)[C@H](c1ccc(-c3cccc(C)c3)cc1)[C@@H]2CO | 0.1
CN(C)C(=O)c1ccc(-c2ccc(C3[C@@H]4CN(C(=O)Cc5ccccc5)C[C@H]3N4)cc2)cc1 (stereo partly specified) | 0.8&1.3
C[C@@H]1CCCCO[C@@H](CN(C)Cc2ccc3c(c2)OCO3)[C@H](C)CN([C@H](C)CO)C(=O)c2cc(N(C)C)ccc2O1 | -28
COc1cccc(NC(=O)N(C)C[C@@H]2OCc3ccccc3-c3c(n(C)c4ccccc34)C(=O)N([C@H](C)CO)C[C@@H]2C)c1 | -0.7
C[C@H](CO)N1C[C@H](C)[C@@H](CN(C)CC2CC2)Oc2c(NC(=O)c3ccc(-c4nccs4)cc3)cccc2C1=O | -0.5
O=S(=O)(c1ccccc1F)N1[C@@H]2CNC[C@H]1C2c1ccc(-c2cncnc2)cc1 (stereo partly specified) | 0.9
CN(C)C(=O)c1ccc(-c2ccccc2[C@H]2[C@@H](C#N)N(C(=O)C3CCCC3)[C@@H]2CO)cc1 | -2.6
N#Cc1ccc(-c2ccc3c(c2)[C@@H]2[C@@H](CCN2C(=O)Cc2ccccc2)[C@H](CO)N3)cc1 | -3.4

Two successive entries already listed:
SMILES | TcdB GH inh
CN(C)C(=O)c1ccc(-c2ccccc2[C@H]2[C@@H](C#N)N(C(=O)C3CCCC3)[C@@H]2CO)cc1 | -2.6
N#Cc1ccc(-c2ccc3c(c2)[C@@H]2[C@@H](CCN2C(=O)Cc2ccccc2)[C@H](CO)N3)cc1 | -3.4

Single values from above.
Cc1ccc(S(=O)(=O)N[C@H]2CC[C@@H](CC(=O)N3CCN(c4ccccc4)CC3)O[C@H]2CO)cc1 – TcdB GH inh: -0.6
O=C(C[C@H]1C[C@H]2c3cc(NC(=O)C4CCC4)ccc3O[C@H]2[C@@H](CO)O1)NCc1cc(F)ccc1F – TcdB GH inh: 0.8

Continued.
SMILES | TcdB GH inh
CC(C)NC(=O)N(C)C[C@H]1OCc2ccccc2-c2c(n(C)c3ccccc23)C(=O)N([C@@H](C)CO)C[C@H]1C | 0.0
O=C([C@@H]1N[C@@H]2c3cccc(=O)n3C[C@@H]2[C@H]1CO)N1CCCCC1 | -1.6
Cc1cccc(-c2ccc([C@@H]3[C@@H](CO)N4CCCCN(Cc5ccncc5)C[C@H]34)cc2)c1 | 0.0
C[C@H](CO)N1C[C@H](C)[C@@H](CN(C)S(C)(=O)=O)OCCCC[C@H](C)Oc2ccc(NC(=O)Nc3cccc4ccccc34)cc2C1=O | -2.9
C[C@H](CO)N1C[C@H](C)[C@H](CN(C)Cc2ccc(C(=O)O)cc2)Oc2ccc(NC(=O)C3CC3)cc2C1=O | 0.5
CC(C)NC(=O)NCC[C@H]1CC[C@@H](NS(=O)(=O)c2ccc(Oc3ccccc3)cc2)[C@H](CO)O1 | 0.6
O=C(NCc1ccccc1)[C@@]1(CCS(=O)(=O)c2ccccc2)COC(c2ccc(OCCCO)cc2)=N1 | -0.4
C[C@H](CO)N1C[C@H](C)[C@@H](CN(C)C(=O)Nc2ccccc2)OCCCC[C@H](C)Oc2ccc(NS(C)(=O)=O)cc2C1=O | 0.6
CCCC(=O)N1C[C@@H]2[C@H](c3ccccc31)[C@H](CO)N2C(=O)Nc1ccc(F)cc1 | 0.6
CC(C)NC[C@H]1[C@@H](c2ccc(C3=CCCC3)cc2)[C@@H](CO)N1C(=O)CC1CC1 | 0.1
COc1cccc(-c2ccc([C@H]3[C@@H](CO)N4CCCCN(CC5CCOCC5)C[C@H]34)cc2)c1 | -2.2
COc1ccccc1-c1ccc2c(c1)O[C@@H](CN(C)CC1CCOCC1)[C@H](C)CN([C@@H](C)CO)S2(=O)=O | -4.8
CO[C@@H]1CC[C@@H]2CCN(C)C(=O)C[C@H](c3ccccc3)CN(C)C(=O)c3cc(C#N)ccc3OC[C@H]1O2 | 0.8
Cc1noc(C)c1S(=O)(=O)Nc1ccc2c(c1)CC(=O)N([C@@H](C)CO)C[C@@H](C)[C@@H](CN(C)S(=O)(=O)c1ccccc1)O2 | -1.0
CC(C)CC#Cc1ccc2c(c1)O[C@@H](CN(C)CC1CCOCC1)[C@@H](C)CN([C@@H](C)CO)S2(=O)=O | -0.6
C[C@@H]1CN([C@@H](C)CO)C(=O)c2cc(C#C[C@@H](C)O)cnc2O[C@H]1CN(C)C(=O)c1ccccc1 | 0.3
COc1ccc([Si](C)(C)[C@H]2[C@H](CCn3cc(CCO)nn3)O[C@@]3(C(=O)N(Cc4cccc(N5CCC5=O)c4)c4ccccc43)[C@@H]2C)cc1 | 0.3
CCCNC(=O)C[C@@H]1CC[C@H]2[C@@H](COC[C@@H](O)CN2C(=O)c2ccccn2)O1 | 0.3
C[C@H]1CN([C@@H](C)CO)C(=O)c2cccc(NC(=O)C3CC3)c2O[C@@H]1CN(C)C(=O)Nc1ccccc1 | -0.4
Cc1noc(C)c1S(=O)(=O)Nc1ccc2c(c1)C(=O)N([C@H](C)CO)C[C@H](C)[C@@H](CN(C)C(=O)CCC(F)(F)F)OCCCC[C@@H](C)O2 | 1.2
CCS(=O)(=O)N1CC2(C1)CN(S(=O)(=O)c1ccccc1)[C@@H](CO)c1c2c2ccc(OC)cc2n1C | -2.6
CNC(=O)C[C@@H]1CC[C@H]2[C@H](COc3ccc(NC(=O)Nc4ccccc4)cc3C(=O)N2C)O1 | -0.5
CC(C)NC(=O)N1CCCCN2[C@H](CO)[C@@H](c3ccc(C#CC4CC4)cc3)[C@H]2C1 | 0.4
COCC(=O)Nc1ccc2c(c1)C(=O)N(C)[C@@H]1CC[C@@H](CC(=O)NCCCN(C)C)O[C@@H]1CO2 | -5.4
C[C@@H]1CN([C@@H](C)CO)C(=O)c2c(c3ccccc3n2C)-c2ccccc2CO[C@H]1CN(C)S(=O)(=O)c1ccc([N+](=O)[O-])cc1 | 0.4

5 records drawn at random from the list so far:
SMILES | TcdB GH inh
CC(C)CC#Cc1ccc2c(c1)O[C@@H](CN(C)CC1CCOCC1)[C@@H](C)CN([C@@H](C)CO)S2(=O)=O | -0.6
CO[C@@H]1CC[C@@H]2CCN(C)C(=O)C[C@H](c3ccccc3)CN(C)C(=O)c3cc(C#N)ccc3OC[C@H]1O2 | 0.8
CCCC(=O)N1C[C@@H]2[C@H](c3ccccc31)[C@H](CO)N2C(=O)Nc1ccc(F)cc1 | 0.6
C[C@@H]1CN([C@@H](C)CO)C(=O)c2c(c3ccccc3n2C)-c2ccccc2CO[C@H]1CN(C)S(=O)(=O)c1ccc([N+](=O)[O-])cc1 | 0.4
O=C(NCc1ccccc1)[C@@]1(CCS(=O)(=O)c2ccccc2)COC(c2ccc(OCCCO)cc2)=N1 | -0.4

The list goes on.
SMILES | TcdB GH inh
COc1ccc(S(=O)(=O)N(C)C[C@H]2Oc3ccc(NC(=O)NC4CCCCC4)cc3CC(=O)N([C@H](C)CO)C[C@@H]2C)cc1 | -0.3
C[C@H](CO)N1C[C@H](C)[C@H](CN(C)S(=O)(=O)c2ccc(Cl)cc2)Oc2ccc(NC(=O)Nc3cccc4ccccc34)cc2CC1=O | 1.1
CO[C@H]1CN(C)C(=O)c2cc(NC(=O)C3CCCC3)ccc2OC[C@@H](C)N(CC2CC2)C[C@H]1C | 0.5
O=C(N[C@H]1CC[C@@H](CCNS(=O)(=O)c2ccc(F)cc2)O[C@H]1CO)C1CCCC1 | 0.3
C[C@H]1CN([C@@H](C)CO)C(=O)Cc2cc(NS(=O)(=O)c3cn(C)cn3)ccc2O[C@@H]1CN(C)Cc1ccc(C(=O)O)cc1 | 0.3
CC(C)C#Cc1ccc2c(c1)O[C@H](CN(C)C(=O)CC1CC1)[C@H](C)CN([C@H](C)CO)S2(=O)=O | -0.2
COc1ccc(S(=O)(=O)N(C)C[C@@H]2Oc3ccc(NC(=O)CCCN(C)C)cc3CC(=O)N([C@H](C)CO)C[C@H]2C)cc1 | 0.0
C[C@@H]1CN([C@H](C)CO)C(=O)c2cc(C#CCc3ccccc3)cnc2O[C@@H]1CN(C)C(=O)C1CC1 | 1.0
C[C@H]1CN([C@@H](C)CO)C(=O)c2cc(NC(=O)Nc3ccc(C(F)(F)F)cc3)ccc2O[C@H]1CN(C)S(C)(=O)=O | 2.1
O=C(C[C@H]1C=C[C@@H](NS(=O)(=O)c2cccc(F)c2)[C@@H](CO)O1)NCc1ccc2c(c1)OCO2 | 0.1
O=C(NCC1CC1)[C@H]1[C@H](CO)[C@H]2Cn3c(ccc(-c4cccnc4)c3=O)[C@@H]1N2C(=O)C1CCC1 | -0.2
COc1ccc(NC(=O)Nc2ccc3c(c2)C(=O)N([C@H](C)CO)C[C@H](C)[C@H](CN(C)CC2CCCCC2)O3)cc1 | -0.4
C[C@H]1CCCCO[C@H](CN(C)C(=O)Nc2ccc3c(c2)OCO3)[C@@H](C)CN([C@@H](C)CO)C(=O)c2cc(NC(=O)Nc3ccc(F)cc3)ccc2O1 | -0.3
Cc1ccc(S(=O)(=O)N[C@H]2CC[C@H](CCNC(=O)C3CCOCC3)O[C@@H]2CO)cc1 | -2.4
COc1ccc(NC(=O)N2C[C@@H](O)COC[C@H]3O[C@@H](CC(=O)NCc4ccccc4OC)CC[C@@H]32)cc1 | 0.9
C[C@@H]1CCCCO[C@H](CN(C)C)[C@@H](C)CN([C@H](C)CO)C(=O)c2cc(NS(=O)(=O)c3cccs3)ccc2O1 | -0.1
COc1ccc(-c2cnc3c(c2)C(=O)N([C@H](C)CO)C[C@@H](C)[C@@H](CN(C)C(=O)CN(C)C)O3)cc1 | 1.0
CCCN1[C@H](C(=O)NC2CCC2)[C@@H](CO)[C@@H]2Cn3c(ccc(-c4ccccc4F)c3=O)[C@@H]21 | -0.5
CO[C@H]1CN(C)C(=O)c2cc(NS(=O)(=O)c3cccc(Cl)c3)ccc2OC[C@H](C)NC[C@H]1C | -0.3
CO[C@@H]1CN(C)C(=O)c2ccc(NS(C)(=O)=O)cc2OC[C@@H](C)N(C(=O)C2CCOCC2)C[C@@H]1C | -1.8
Cc1cccc(-c2ccc([C@H]3[C@H](CO)N4CCCCN(S(=O)(=O)c5cccs5)C[C@@H]34)cc2)c1 | -0.1
CCC(=O)N(CC)C[C@@H]1[C@@H](c2ccc(-c3cccnc3)cc2)[C@H](CO)N1C(C)=O | -0.3
CCOC(=O)c1cn(C[C@H](Cc2ccccc2)NC(=O)N[C@H](CO)CCc2oc(C(C)=O)c(C(=O)OC)c2C(=O)OC)nn1 | 0.4
C[C@@H]1CN([C@H](C)CO)C(=O)c2cccc(NC(=O)C3CCCCC3)c2O[C@H]1CN(C)C(=O)Nc1ccccc1 | -0.4
O=C(C[C@@H]1CC[C@@H]2[C@H](COC[C@@H](O)CN2C(=O)c2ccccn2)O1)NC1CCC1 | 27*
C[C@H]1CN([C@@H](C)CO)C(=O)CCCn2cc(nn2)CO[C@@H]1CN(C)Cc1ccncc1 | -1.7
CN1C(=O)c2cc(NC(=O)C3CCOCC3)ccc2OC[C@@H]2O[C@@H](CC(=O)NCCc3ccncc3)CC[C@H]21 | 1.6
Cc1noc(C)c1S(=O)(=O)N(C)C[C@H]1Oc2ccc(NC(=O)CCC(F)(F)F)cc2CC(=O)N([C@H](C)CO)C[C@H]1C | 1.2
CO[C@H]1CN(C)C(=O)c2cc(NC(=O)C3CCCCC3)ccc2OC[C@H](C)NC[C@H]1C | -1.0
C/C=C/c1cnc2c(c1)C(=O)N([C@H](C)CO)C[C@H](C)[C@@H](CN(C)Cc1ccccc1F)O2 | -0.4

Only part of the results is shown; rates above refer to the full screens.
